TDP1 cell CPT: qHTS for Inhibitors of human tyrosyl-DNA phosphodiesterase 1 (TDP1): qHTS in cells in presence of CPT; chicken DT40 Tdp1-/-;hTDP1 cells + 20 nM CPT, ATP luminescence, 48 h; AID 686979, 2013; 12% of 420,000 active; Potency, µM (doses to about 46.2 µM), without a hit: top-dose activity change, negative = growth inhibition, most hits filed as inhibitors; also: nearly all actives have a fitted effect of over 55% in size
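Chicken DT40 Tdp1-/- cells stably complemented with human TDP1 were seeded at 400 cells/well in medium containing 20 nM camptothecin, exposed to pin-transferred compounds, and grown at 37 °C for at least 48 hr. Viability was read as ATP luminescence.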
TDP1 cell noCPT: qHTS for Inhibitors of human tyrosyl-DNA phosphodiesterase 1 (TDP1): qHTS in cells in absence of CPT; AID 686978, 2013; Potency, µM (doses to about 46.2 µM), for the others: at the top dose activity change, negative = growth inhibition, actives largely listed as inhibitors; DT40 Tdp1-/- hTDP1 cells, no CPT, ATP luminescence, 48 h; 15% of 420,000 active; also: nearly all actives have a fitted effect of over 55% in size
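Camptothecin absent (DMSO only). Human TDP1-complemented DT40 knockout cells, 400 cells/well, 37 °C for minimum 48 hr; ATP measured via CellTiter-Glo, 30 min dark incubation, luminescence.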
TDP1 block: qHTS Assay for Inhibitors of Tyrosyl-DNA Phosphodiesterase (TDP1); recombinant TDP1, AlphaScreen DNA substrate cleavage; Potency, µM (highest dose often 130 µM), for inactives: top-dose activity change, negative = inhibition, most hits filed as inhibitors; 0.28% of 350,000 active; also: nearly all actives have a fitted effect of over 40% in size
Target sequence (Q9NUW8 whole entry, looked up): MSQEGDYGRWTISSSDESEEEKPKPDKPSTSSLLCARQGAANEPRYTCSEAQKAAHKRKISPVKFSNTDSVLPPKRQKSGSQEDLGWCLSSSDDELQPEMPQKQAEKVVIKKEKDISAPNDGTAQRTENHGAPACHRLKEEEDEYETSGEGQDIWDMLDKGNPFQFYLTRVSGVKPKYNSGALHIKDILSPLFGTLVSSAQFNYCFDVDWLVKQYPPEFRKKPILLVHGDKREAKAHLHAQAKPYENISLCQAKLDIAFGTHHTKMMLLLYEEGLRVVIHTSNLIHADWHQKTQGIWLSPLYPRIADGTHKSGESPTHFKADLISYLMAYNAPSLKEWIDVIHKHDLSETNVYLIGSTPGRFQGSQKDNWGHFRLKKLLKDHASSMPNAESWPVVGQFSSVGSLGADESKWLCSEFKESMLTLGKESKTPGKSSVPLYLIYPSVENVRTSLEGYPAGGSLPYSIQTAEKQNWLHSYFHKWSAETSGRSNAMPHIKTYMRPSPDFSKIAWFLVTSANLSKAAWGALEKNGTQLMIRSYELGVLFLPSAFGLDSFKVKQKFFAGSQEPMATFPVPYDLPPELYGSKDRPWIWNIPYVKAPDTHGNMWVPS
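Recombinant E. coli-expressed Tdp1 (1 nM) preincubated with compound 15 min at RT, then 5'-biotin/3'-phosphotyrosine-FITC DNA substrate (15 nM) added for 5 min. AlphaScreen beads (10 ug/ml) added, 10 min RT; tyrosine-FITC cleavage read as signal loss.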
Active calls of the source: *; ? = inconclusive; nt = not tested or not shown; [ ] = dose if it differs, or a comment. Calls follow the shape of the dose curve; as a rule, active = well fitted curve in the direction sought with a large enough effect; inconclusive = small, poorly fitted or top-dose-only effect, or another doubt; inactive = no such curve, though single readings can be large; an effect the other way counts as inactive or inconclusive. % is scaled to controls: 0 for no effect and ±100 for the full control effect; potency is read from the fitted curve at half-maximal effect.

SMILES | TDP1 cell CPT | TDP1 cell noCPT | TDP1 block
O=C(CSc1ccc2c(c1)OCCO2)NCCc1ccc(Cl)cc1Cl | ? | ? | 2.7%
CC(C)c1ccc(NC(=O)Nc2nc(C(N)C(C)C)cs2)cc1 (stereo not given) | 14.6µM* | 16.4µM* | nt
CCn1c(/C=C/c2ccccc2[N+](=O)[O-])nc2ccccc2c1=O | ? | ? | 8.9%
COCCN(C(=O)CSc1nnc(Nc2ccc(C)cc2)s1)c1c(N)n(CC(C)C)c(=O)[nH]c1=O | -1.0% | -17.3% | 2.4%
COc1ccc(-c2noc(CC(=O)N(C)c3cccc(C)c3)n2)cc1 | ? | ? | 0.0%
Cc1ccccc1NS(=O)(=O)c1cc(C(=O)Nc2cccnc2)ccc1C | -10.1% | -3.6% | 2.3%
Cn1c(O)c(C=Nc2ccc(N3CCOCC3)cc2)c(=O)n(C)c1=S | 7.1% | -6.7% | 7.9%
O=c1cc(N2CCCCCC2)[nH]c(=O)n1-c1ccccc1Cl | -1.8% | -3.0% | -6.9%
CCOC(=O)Cn1c(=O)oc2cc(S(=O)(=O)N3CCN(c4ccccc4OC)CC3)ccc21 | -4.5% | -20.0% | 5.8%
Cc1ccc(CNS(=O)(=O)c2ccc3c(c2)CC(C)N3C(=O)C2CCC2)cc1 (stereo not given) | ? | 20.6µM* | 5.0%
CC1=NN(C(=O)c2ccccc2Br)C(O)(c2ccc(Cl)cc2)C1 (stereo not given) | 2.4% | -23.6% | 1.7%
CC(=O)Nc1cc(C(=O)NCc2ccc(C)cc2)ccc1Sc1ccc(C)cc1 | 16.4µM* | 23.1µM* | 5.2%

The last four records of the section above open the next one:
SMILES | TDP1 cell CPT | TDP1 cell noCPT | TDP1 block
CCOC(=O)Cn1c(=O)oc2cc(S(=O)(=O)N3CCN(c4ccccc4OC)CC3)ccc21 | -4.5% | -20.0% | 5.8%
Cc1ccc(CNS(=O)(=O)c2ccc3c(c2)CC(C)N3C(=O)C2CCC2)cc1 (stereo not given) | ? | 20.6µM* | 5.0%
CC1=NN(C(=O)c2ccccc2Br)C(O)(c2ccc(Cl)cc2)C1 (stereo not given) | 2.4% | -23.6% | 1.7%
CC(=O)Nc1cc(C(=O)NCc2ccc(C)cc2)ccc1Sc1ccc(C)cc1 | 16.4µM* | 23.1µM* | 5.2%
C=CCSc1nnc(CNC(=O)c2ccc(Cl)cc2)n1CC | 10.0% | 4.0% | 2.6%
CCc1nc2ccc(C(=O)N3CCN(c4ccccc4)CC3)cn2c1N(C)CCC(C)C | ? | 20.6µM* | nt
Cc1ccc(N(Cc2cc(=O)[nH]c3ccccc23)C(=O)CCl)cc1 | 2.91µM* | 2.31µM* | nt
CN(Cc1ccccc1)C1=CC(=[N+]2CCCCC2)CC(C)(C)C1 | 0.146µM* | 0.0103µM* | 8.0%
CCOC(=O)c1ccc(-c2ccc(-c3cc(=O)oc4cc(OC)c(OC)c(OC)c34)cc2)cc1 | 18.4µM* | 18.4µM* | 0.2%[56.1 µM]
CC(C)(C)OC(=O)N1CCC[C@@H]1CO | -2.8% | 8.9% | 8.2%
CC(C)CCN1C(=O)c2ccc(C(=O)N3CCCCC3)cc2C1=O | -14.0% | -28.2% | nt
CCOC(=O)N1CCN(C(=O)C2CCN(S(=O)(=O)c3c(C)cc(C)cc3C)CC2)CC1 | ? | 18.4µM* | 2.2%
CCC(=O)N1CCc2cc(Br)cc(S(=O)(=O)Nc3ccccc3C(=O)OC)c21 | 5.5% | ? | 0.0%
O=S(=O)(NCc1cccnc1)c1ccc2c(c1)OCCO2 | ? | -26.9% | 6.7%
CCn1c(CNC(=O)c2cc(OC)c(OC)c(OC)c2)cc2cc(C)ccc21 | 20.6µM* | 13µM* | nt
CC(OC(=O)COc1ccccc1[N+](=O)[O-])C(=O)Nc1ccc(N2CCOCC2)cc1 (stereo not given) | -0.5% | 5.2% | 2.5%
Cc1cc(C)c2c(=O)c3c(oc2c1)C(=O)N(CCO)C3c1cccc(O)c1 (stereo not given) | -14.4% | -16.1% | 5.2%
CCN(CC)S(=O)(=O)c1ccc(NC(=O)c2cc(C(=O)OC)cc([N+](=O)[O-])c2)cc1 | -6.6% | ? | -2.7%
CCCCOc1ccc(C(=O)NCCN2CCC(n3c(=O)[nH]c4ccccc43)CC2)cc1 | ? | ? | nt
Cc1ccc(Cl)c2sc(NC(=O)C3=COCCO3)nc12 | -10.8% | -13.0% | 6.4%
CC1(C)C2CCC1(CS(=O)(=O)N1CCCc3ccccc31)C(=O)C2 (stereo not given) | -11.5% | ? | 2.2%
CS(=O)(=O)c1ccccc1-c1nnc(NC(=O)Cc2ccccc2)o1 | -13.4% | -1.4% | 4.0%
COc1ccccc1N1CC(C(=O)OC(C)C(=O)N2CCCc3ccccc32)CC1=O (stereo not given) | -25.6% | -18.3% | -3.2%
Cc1nc2cccnc2n1C1CCN(C(=O)Nc2ccccc2C(F)(F)F)CC1 | 0.2% | 6.1% | -3.8%
CCOC(=O)C1(Cc2cccc(OC)c2)CCN(C(C)COC)CC1 (stereo not given) | ? | -60.7% | 4.8%
O=C(O)c1cc(-c2ccccc2)on1 | 15.6% | -14.1% | 3.9%
CC1CCCN(C(=O)c2ccc3nc[nH]c3c2)C1 (stereo not given) | -5.0% | -4.0% | 2.0%
COc1ccc(Cl)cc1NC(=O)N1CCC(CN2CCCCCC2)CC1 | ? | ? | -1.2%
CCc1nc(N2CCOCC2)c(C#N)c2c1CCCC2 | -13.8% | -16.3% | 0.0%
CCCn1nc2cc(C(=O)NCc3ccccc3OC)ccc2c1OCC | -1.9% | 2.7% | 5.0%
CCOC(=O)c1cccc(NS(=O)(=O)c2cc(-c3cnc(C4CC4)o3)ccc2C)c1 | 2.59µM* | 2.06µM* | 11.2%
COc1ccc(Cn2c(=O)[nH]c3cc(C(=O)N4CCN(c5ccc(OC)cc5)CC4)ccc3c2=O)cc1 | -3.0% | ? | 14.5%
Cc1ccc(-n2nc(C(=O)O)cc2-c2ccccc2)cc1 | -1.0% | 0.4% | 4.7%
NC(=S)NN=C1CCC(C2CCCCC2)CC1 (stereo not given) | 5.8µM* | 3.66µM* | nt
CCCCOc1ccccc1Cn1c(=O)sc2ccccc21 | ? | ? | -4.2%
COc1cc(NC(=O)COc2ccc(F)cc2)nc(OC)n1 | 0.7% | -10.7% | -2.1%
Cc1cccc(-n2ncc3c(N4CC(C)CC(C)C4)ncnc32)c1 (stereo not given) | ? | ? | 1.3%
CC1Cc2cc(S(=O)(=O)CCC(=O)Nc3cccc(F)c3)ccc2N1C(=O)C1CC1 (stereo not given) | ? | ? | 2.8%
Cc1ccc(C)c(NC(=O)CSc2nnc(NC(=O)Nc3ccccc3)s2)c1 | 4.0% | -22.7% | 5.2%
Cc1noc(C)c1S(=O)(=O)N(CC(=O)N1CCn2c1nc1ccccc12)c1ccc(C(C)C)cc1 | -3.5% | -9.5% | 4.9%
O=C(Cc1ccc(F)cc1)N/N=C/c1ccccn1 | -19.2% | -17.4% | 2.7%
COc1cc(C)c(NC(=S)Nc2cccc(Cl)c2C)cc1OC | -0.7% | -4.0% | 5.6%
C[C@@H]1c2ccccc2CN1CC1=NCCN1 | ? | -27.7% | 8.3%
CCC(Oc1ccc2c(=O)c(-c3ccccc3OC)coc2c1)C(=O)OCc1ccccc1 (stereo not given) | ? | ? | -2.7%
C/C(CC(=O)Nc1ccc(Cl)cc1Cl)=N\NC(=O)c1ccncc1 | 1.5% | -3.4% | nt
Cc1nc(SCC(=O)Nc2c(C)n(C)n(-c3ccccc3)c2=O)c2cnn(-c3ccccc3)c2n1 | -26.4% | ? | nt
Cc1cccc(NC(=O)c2cc[n+]([O-])cc2)c1C | -1.7% | 4.7% | -0.2%
CC(C)[C@H](NC(=O)C1CCN(S(=O)(=O)c2ccc(F)cc2)CC1)C(=O)NCc1ccncc1 | 2.5% | 2.2% | 1.6%
O=c1[nH]cnc2c1ncn2Cc1ccc([N+](=O)[O-])cc1 | 8.2% | -2.3% | 2.9%
CC(=O)c1ccc(NS(=O)(=O)c2ccc(N/C=C/C(=O)c3ccc(F)cc3)cc2)cc1 | ? | ? | -2.5%
CS(=O)(=O)Nc1cccc(-c2cc(NC=O)c3ncc(-c4ccc(F)c(Cl)c4)n3c2)c1 | 9.2µM* | 14.6µM* | nt
CC(=O)N1CCOc2ccc(S(=O)(=O)NCC3CCC(C(=O)Nc4ccc(C)cn4)CC3)cc21 (stereo not given) | 14.6µM* | 13µM* | 1.8%

Overlap with the part before: 2 compounds, followed by the next part.
SMILES | TDP1 cell CPT | TDP1 cell noCPT | TDP1 block
CS(=O)(=O)Nc1cccc(-c2cc(NC=O)c3ncc(-c4ccc(F)c(Cl)c4)n3c2)c1 | 9.2µM* | 14.6µM* | nt
CC(=O)N1CCOc2ccc(S(=O)(=O)NCC3CCC(C(=O)Nc4ccc(C)cn4)CC3)cc21 (stereo not given) | 14.6µM* | 13µM* | 1.8%
CCn1c(C(=O)OC)cc2c1ccn2-c1ccc(F)cc1 | 18.4µM* | 13µM* | 9.3%
Cc1ccc(S(=O)(=O)NCCCNC(=O)c2ccccc2)cc1 | -4.0% | -8.1% | 7.7%
NC(=S)N1N=C(c2ccccc2)CC1=O | 2.6% | -2.0% | nt
CCOC(=O)c1c(-c2ccc(C)o2)csc1NC(=O)CSc1ncn[nH]1 | -20.3% | -7.3% | 9.8%
COc1ccc(NC(=O)c2ccco2)cc1NC(=O)COc1cc(C)ccc1C(C)C | 8.2µM* | 7.31µM* | 4.5%
CCOC(=O)CCC(=O)NNC(=O)c1ccc(NC(=O)c2ccccc2)cc1 | 18.4µM* | ? | nt
O=C(Cc1cccs1)Nc1ccccn1 | -1.7% | 1.8% | -3.3%
O=C(CSc1ccc(F)cc1)Nc1nnc(-c2ccco2)o1 | ? | ? | 6.7%
COc1ccc(NC(=O)CSc2nc(N)cc(N)n2)cc1S(=O)(=O)N1CCCCC1 | -8.8% | 16.5% | -2.5%
COCCn1c(SC)nnc1-c1c[nH]c2ccccc12 | -27.1% | -19.1% | 3.9%
COc1cc2c(cc1NS(=O)(=O)N1CCCCC1)oc1ccccc12 | ? | ? | 1.0%
O=C(Nc1cc(-c2nn(CC(=O)N3CCCCC3)c(=O)c3ccccc23)ccc1N1CCOCC1)c1ccc(Cl)cc1 | -5.9% | -22.0% | 1.0%
Cc1c(C(=O)Nc2nc(-c3ccc(F)cc3)ns2)oc2ccc(Cl)cc12 | -4.5% | -4.3% | 4.7%
COc1ccc(N2CC(C(=O)NCc3ccco3)CC2=O)cc1 (stereo not given) | 1.1% | -23.9% | -3.7%
Cc1cc(C)n2nc(N)c(N=Nc3ccc4c(c3)OCO4)c2n1 | -14.6% | 3.1% | -7.9%
CCOC(=O)CC(=O)c1[nH]c(C)c(C(=O)OCC)c1C | -9.9% | -4.6% | -5.0%
CCOc1ccc(-n2cc(-c3ccccc3)c3c(NCc4ccc(F)cc4)ncnc32)cc1 | 18.4µM* | 11.6µM* | 5.2%
O=C(Nc1cccc(C(F)(F)F)c1)C1Cc2c(-c3ccc(Cl)cc3)ccnc2O1 (stereo not given) | ? | ? | nt
CSc1oc(-c2ccco2)nc1S(=O)(=O)c1ccc(Br)cc1 | -15.2% | -6.5% | -1.0%
Cc1cccc(NC(=O)c2cc(CN3CCOCC3)on2)c1C | -7.6% | -6.7% | 1.9%
CC(=O)NCCNc1ncnc2ccc(-c3ccccc3Cl)cc12 | -8.9% | ? | nt
CCN(CC)S(=O)(=O)c1cc(NC(=O)CCNC(=O)c2ccco2)ccc1C | ? | ? | 6.8%
Cn1nc(C(=O)Nc2nc3ccccc3[nH]2)c2ccccc2c1=O | 18.4µM* | 16.4µM* | 6.9%
COC(=O)CN1C2(C#N)CCCCC2CC2CCCCC21C#N (stereo not given) | 0.0% | -15.0% | 4.7%
CN1CCN(C(=O)c2cc3sc4ccccc4c3s2)CC1 | -27.7% | ? | nt
CCC(=O)N1CCc2cc(CNS(=O)(=O)c3ccc(Br)s3)ccc21 | ? | ? | -2.7%
Cc1c(-n2c(=O)n(Cc3ccccc3)c(=O)c3[nH]cnc32)cccc1S(C)=O (stereo not given) | 22.0% | -0.5% | nt
O=C(C1=C[C@H](c2coc3ccccc3c2=O)C[C@H](OCCCCO)O1)N1CCN(Cc2ccc3c(c2)OCO3)CC1 | 20.6µM* | 16.4µM* | 3.8%
CN(CC(=O)NC1CCN(Cc2ccccc2)CC1)S(=O)(=O)c1ccc(Cl)s1 | ? | ? | -2.4%[56.1 µM]
COc1ccc(-c2nc(CS(=O)CC(=O)NCCN3CCCCC3C)c(C)o2)cc1OC (stereo not given) | 1.2% | -1.2% | 4.4%
